# HKDC1 inhibitor – inhibitors of human hexokinase HKDC1; Q2TB90; recombinant HKDC1, G6PDH/diaphorase resazurin coupled fluorescence; inhibition, % at 20 µM; 0.16% of 340,000 active;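 active = inhibition above about 35% when tested at 20 µM, limit read from the data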;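 also: plate controls were DMSO wells with enzyme for no effect and DMSO wells lacking enzyme for full effect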
#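 Test system: recombinant HKDC1 (HK5) hexokinase enzyme, produced in-house / Doses: 20 µM test compound, 1% DMSO / Timing: 90 min, room temperature / Detection: G6PDH/diaphorase-coupled fluorescence, 1 mM NADP, 100 µM resazurin, 525/613 nm / Control set: DMSO wells with and without enzyme mix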
# GRIN3A LBD mod – NR3A (human) ligand-binding domain modulation; NR3A LBD differential scanning fluorimetry, Tm shift; 0% = protein alone, 100% = glycine-bound protein; Tm shift relative to glycine control, % at 25 µM; 2.5% of 340,000 active; AID 1259313;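 active = melting temperature shift of at least 10% of the positive control shift, at one fixed dose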
# ATG4B inh – ATG4B (human) cysteine protease inhibition | inhibition, % at 8.33 µM | 0.51% of 340,000 active | ATG4B cleavage of LC3-PLA2, NBD-HPC fluorescence, 1 h | AID 504462; in the data active = inhibition above about 40%
# PfG6PD inh – PfG6PD (Plasmodium falciparum) enzyme inhibition; inhibition, % at 20 µM; PfGluPho enzyme, NADPH resazurin-diaphorase fluorescence; 0.78% of 350,000 active;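 active = inhibition reaching at least a set limit at 20 µM in the primary screen, cut at about 59% in these data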;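 also: 0% = DMSO wells with substrate and 100% = DMSO wells lacking glucose-6-phosphate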
# SENP6 inh – inhibitors of human SENP6 protease; Recombinant SENP6 catalytic domain, aminoluciferin luminescence; Q9GZR1; 1.8% of 330,000 active; AID 2599; inhibition, % at 10 µM;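 active = inhibition above about 50% at the single tested dose, limit read from the data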;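 also: plate controls were DMSO wells with enzyme for no effect and DMSO wells lacking enzyme for full effect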
# Target sequence (Q9GZR1 628-1112 limits assumed): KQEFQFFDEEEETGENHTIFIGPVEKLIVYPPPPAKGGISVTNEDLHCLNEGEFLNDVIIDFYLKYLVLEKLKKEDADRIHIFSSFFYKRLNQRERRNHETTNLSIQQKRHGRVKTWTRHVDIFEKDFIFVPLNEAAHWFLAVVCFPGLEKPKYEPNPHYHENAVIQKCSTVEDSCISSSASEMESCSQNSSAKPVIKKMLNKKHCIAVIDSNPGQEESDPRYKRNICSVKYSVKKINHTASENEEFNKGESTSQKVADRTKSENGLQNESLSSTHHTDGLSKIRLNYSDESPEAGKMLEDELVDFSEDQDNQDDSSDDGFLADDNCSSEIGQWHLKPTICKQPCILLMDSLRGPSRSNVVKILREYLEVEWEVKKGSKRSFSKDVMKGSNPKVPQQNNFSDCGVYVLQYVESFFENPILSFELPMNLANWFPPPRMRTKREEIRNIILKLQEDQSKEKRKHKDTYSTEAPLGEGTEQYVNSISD
# SENP7 block – SENP7 protease inhibition; 1.5% of 330,000 active; Q9BQF6; inhibition, % at 5 µM; recombinant SENP7, Z-RLRGG-aminoluciferin luminescence, 40 min;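 active = inhibition above about 50% at the single test dose, limit read from the data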;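 also: plate controls were DMSO with enzyme for no effect and no enzyme buffer wells for full effect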
# Target sequence (Q9BQF6 706-1050 limits assumed): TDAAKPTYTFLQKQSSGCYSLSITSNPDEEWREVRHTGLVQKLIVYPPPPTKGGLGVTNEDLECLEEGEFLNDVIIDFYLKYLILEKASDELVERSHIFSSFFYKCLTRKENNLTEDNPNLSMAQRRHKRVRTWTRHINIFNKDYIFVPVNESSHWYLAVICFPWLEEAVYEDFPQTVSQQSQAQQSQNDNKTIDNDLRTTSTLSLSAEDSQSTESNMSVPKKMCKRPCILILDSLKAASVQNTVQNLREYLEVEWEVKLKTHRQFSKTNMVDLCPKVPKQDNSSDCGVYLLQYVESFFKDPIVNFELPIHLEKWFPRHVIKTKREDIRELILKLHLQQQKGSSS
# SENP8 block – SENP8 (human) protease inhibition; inhibition, % at 20 µM; recombinant SENP8, Nedd8 substrate fluorescence; Q96LD8; AID 602440; 0.64% of 360,000 active; in the data active = inhibition mostly above about 40%, no sharp cut-off; inactive = mostly below about 27%
# Target sequence (Q96LD8 whole entry, looked up): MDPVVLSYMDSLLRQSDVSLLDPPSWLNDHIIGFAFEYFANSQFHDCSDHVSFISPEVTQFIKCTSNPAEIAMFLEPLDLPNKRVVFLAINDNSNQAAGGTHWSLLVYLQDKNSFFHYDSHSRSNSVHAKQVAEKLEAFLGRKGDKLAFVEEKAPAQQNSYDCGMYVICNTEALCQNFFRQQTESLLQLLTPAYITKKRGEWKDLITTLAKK
# MPTP block – blocks calcium-induced mitochondrial swelling | isolated mouse mitochondria, Ca2+ swelling absorbance, 30 min | inhibition, % at 10 µM | 1.4% of 360,000 active;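 active = inhibition of 50% or more, scaled per plate between neutral and stimulator controls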;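 also: 0% = DMSO wells given calcium and 100% = 1 mM EGTA wells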
# Active calls of the source: *; x = no result given.
1) C[C@H]1NC(=O)[C@@]2(C)[C@@H](c3ccccc3)[C@H]3COc4ccccc4[C@@H]3N2C1=O
2) CCCc1nn(C)c(C(=O)Nc2ccc(CC)cc2)c1Cl
3) N/C(=N\OC(=O)Oc1ccccc1)c1ccc(Br)cc1
4) Cc1ccc(NC(=O)Cn2nnc(C(=O)Nc3ccc(F)c(Cl)c3)c2N)cc1
5) COc1ccc(S(=O)(=O)N2CCOC2CNC(=O)C(=O)NCc2ccco2)cc1 (stereo unspecified)
6) COc1ccc(NS(=O)(=O)c2ccc(-c3coc(C)n3)cc2)cc1OC

Assay by compound,1,2,3,4,5,6
HKDC1 inhibitor,0,-4,-3,-6,9,-1
GRIN3A LBD mod,-1,10,1,32*,-3,x
ATG4B inh,-12,15,6,3,2,-9
PfG6PD inh,-5,22,-6,2,-11,-11
SENP6 inh,-12,-12,-10,-6,-4,1
SENP7 block,-4,-9,-7,-11,0,-5
SENP8 block,18,15,19,10,16,13
MPTP block,-1.8,12,-1.3,0.3,1.3,98*

7) COC(=O)C1=C(C(=O)c2ccc(C)cc2)C(c2ccc(OC)c(OC)c2)n2nnnc2N1 (stereo unspecified)
8) O=C(COC(=O)c1ccc(Cl)nc1)Nc1ncc(Cl)cc1Cl
9) O=C(COC(=O)Cc1cccs1)Nc1cc(S(=O)(=O)N2CCOCC2)ccc1Cl
10) COc1ccc2nc(NC(=O)CN3CCN(C)CC3)sc2c1
11) Cc1ccc(C(=O)N(CC(=O)Nc2ccc(Cl)c(Cl)c2)Cc2ccco2)cc1
12) Cc1c(-c2ccccc2)[n+](=O)c2c(n1[O-])CCC2

Assay by compound,7,8,9,10,11,12
HKDC1 inhibitor,-3,-5,-7,-3,7,-7
GRIN3A LBD mod,0,-2,-9,-2,6,-1
ATG4B inh,-26,1,-10,-5,13,-5
PfG6PD inh,-3,6,-9,14,-7,-14
SENP6 inh,-6,-19,0,5,-19,1
SENP7 block,-2,-8,0,6,-6,5
SENP8 block,26,-2,-7,16,4,10
MPTP block,0.2,2.0,-2.3,0.1,53*,-1.1

# Brought forward from above: 2 compounds, followed by the next part.
11) Cc1ccc(C(=O)N(CC(=O)Nc2ccc(Cl)c(Cl)c2)Cc2ccco2)cc1
12) Cc1c(-c2ccccc2)[n+](=O)c2c(n1[O-])CCC2
13) CCOC(=O)C1=C(COC(=O)CNC(=O)c2ccccc2F)NC(=O)NC1C (stereo unspecified)
14) Cc1cccc(OCCC(=O)Nc2ccc(S(=O)(=O)N3CCCC3)cc2)c1
15) CCCc1cc(=O)n2nc(N3CCC(C(=O)N4CCN(c5cccc(OC)c5)CC4)CC3)sc2n1
16) CCOc1cc(/C=C2/NC(=O)N(CC(=O)Nc3cccc(C)c3)C2=O)ccc1OCC(N)=O
17) CNCCCC1c2ccccc2C=Cc2ccccc21
18) CNCCNC[C@H](Cc1cccc2ccccc12)NCCc1ccccc1

Assay by compound,11,12,13,14,15,16,17,18
HKDC1 inhibitor,7,-7,-1,-1,4,9,-1,-1
GRIN3A LBD mod,6,-1,-2,-8,-1,-9,2,-1
ATG4B inh,13,-5,0,-18,-1,-8,4,-11
PfG6PD inh,-7,-14,-11,15,-10,-27,-9,2
SENP6 inh,-19,1,-16,-11,-13,-4,-4,-7
SENP7 block,-6,5,5,5,9,0,8,8
SENP8 block,4,10,13,1,-11,-372,-8,21
MPTP block,53*,-1.1,0.0,-3.5,-1.5,1.7,50,36

19) Cc1[nH]c2ccccc2c1C(=O)CSc1nc2ncc(Cl)cc2[nH]1
20) O=C(Nc1ccccc1)C1=C[C@H](c2csc3ccccc23)C[C@H](OCc2ccc(CO)cc2)O1
21) CCC(CC)C(=O)c1c[nH]c(C(=O)NC2CCCCCC2)c1
22) COc1cc(OC)cc(C(=O)Nc2nnc(Cc3ccc(OC)c(OC)c3)s2)c1
23) Cc1c(C(=O)OCC(=O)Nc2cccc(S(N)(=O)=O)c2)oc2c1ccc1ccccc12
24) O=C(N/C(=C/c1ccc(Br)cc1)C(=O)N1CCCC1)c1ccccc1F

Assay by compound,19,20,21,22,23,24
HKDC1 inhibitor,-2,1,-3,-7,7,-3
GRIN3A LBD mod,-1,-2,-1,0,15*,-4
ATG4B inh,-5,-6,8,4,-9,-4
PfG6PD inh,-4,28,-1,-7,6,-4
SENP6 inh,-7,-11,-6,13,6,10
SENP7 block,12,1,3,7,13,3
SENP8 block,-3,5,1,11,-331,8
MPTP block,0.6,0.8,0.6,-1.4,3.5,1.1

# Another view of some results above.
# Every second line gives: HKDC1 inhibitor	GRIN3A LBD mod	ATG4B inh	PfG6PD inh	SENP6 inh	SENP7 block	SENP8 block	MPTP block
12. Cc1c(-c2ccccc2)[n+](=O)c2c(n1[O-])CCC2
    -7	-1	-5	-14	1	5	10	-1.1
10. COc1ccc2nc(NC(=O)CN3CCN(C)CC3)sc2c1
    -3	-2	-5	14	5	6	16	0.1
23. Cc1c(C(=O)OCC(=O)Nc2cccc(S(N)(=O)=O)c2)oc2c1ccc1ccccc12
    7	15*	-9	6	6	13	-331	3.5
20. O=C(Nc1ccccc1)C1=C[C@H](c2csc3ccccc23)C[C@H](OCc2ccc(CO)cc2)O1
    1	-2	-6	28	-11	1	5	0.8
21. CCC(CC)C(=O)c1c[nH]c(C(=O)NC2CCCCCC2)c1
    -3	-1	8	-1	-6	3	1	0.6
13. CCOC(=O)C1=C(COC(=O)CNC(=O)c2ccccc2F)NC(=O)NC1C (stereo unspecified)
    -1	-2	0	-11	-16	5	13	0.0

# Later entries:
25) NS(=O)(=O)c1ccc(NC(=O)COC(=O)CCc2ccccc2)cc1
26) Cc1ccc(NS(=O)(=O)c2ccc(-n3cccn3)cc2)cc1F
27) O=C1CCCC(O)=C1C=Nc1ccc(O)cc1
28) COc1cccc(/C=N/Nc2snc(SC)c2C#N)c1
29) O=C(NNC(=O)c1ccc(Oc2ccc(C3SCCS3)cc2)o1)c1ccc(Cl)cc1
30) O=C(NCCCN1CCOCC1)c1ccc2c(=O)n(Cc3cccc(Br)c3)c(=S)[nH]c2c1

Assay by compound,25,26,27,28,29,30
HKDC1 inhibitor,-7,0,-6,-3,3,7
GRIN3A LBD mod,1,-6,1,-3,2,-9
ATG4B inh,1,0,3,5,-4,-14
PfG6PD inh,-6,-11,9,50,-18,-10
SENP6 inh,-20,-7,4,37,32,-14
SENP7 block,-8,12,7,0,2,-1
SENP8 block,28,4,-15,-205,16,6
MPTP block,0.8,0.1,-3.2,1.8,22,1.3

31) COc1ccc(C/C(N)=N/OC(=O)c2cccs2)cc1
32) CCOC(=O)c1sc(SCc2ccccc2)c2c1CC(C)(C)CC2=O
33) CC1(c2ccccc2Cl)NC(=O)N(CC(=O)N2c3ccccc3NC(=O)C2(C)C)C1=O (stereo unspecified)
34) CC(C)(C)c1nnc2sc(SCC(=O)c3ccc(Cl)cc3)nn2c1=O
35) Cc1cc(C)c(C)c(S(=O)(=O)NCC(=O)N2CCCC2)c1C
36) Nc1nc(Sc2ccc(C(F)(F)F)cc2[N+](=O)[O-])n[nH]1

Assay by compound,31,32,33,34,35,36
HKDC1 inhibitor,-12,0,0,-19,-12,2
GRIN3A LBD mod,-2,1,-2,-26,-1,6
ATG4B inh,5,4,-7,-14,16,-4
PfG6PD inh,-17,18,1,-4,-2,3
SENP6 inh,-4,-9,-10,6,1,-19
SENP7 block,0,-1,-6,7,1,-7
SENP8 block,6,10,4,12,17,12
MPTP block,0.9,-0.4,0.2,1.6,3.5,-0.3

37) CCCCCCCCCCCCN1[C@@H](CC(=O)OC)c2cc(C(F)(F)F)ccc2S1(=O)=O
38) Cc1cc(NC(=O)CSc2nnc(C)o2)no1
39) COc1ccccc1[C@@H]1C(c2cccc(Cl)c2)=NN(c2ccc(Br)cc2)[C@H]1C(=O)N1CCOC1=O
40) O=c1[nH]c2c(cnn2-c2ccc(Cl)cc2)c(=O)n1-c1cccc(Cl)c1
41) O=C(COC(=O)c1ccccc1NCCO)NCCC1=CCCCC1
42) CCc1nnc(NC(=O)CSc2nnc(-c3ccc(NS(=O)(=O)c4ccccc4)cc3)o2)s1

Assay by compound,37,38,39,40,41,42
HKDC1 inhibitor,1,-5,4,0,-3,-3
GRIN3A LBD mod,2,1,5,-13,-2,-5
ATG4B inh,-8,3,-1,-2,-2,4
PfG6PD inh,16,-7,9,4,-4,-47
SENP6 inh,3,-2,-19,20,-23,-10
SENP7 block,-6,-3,-5,27,13,-5
SENP8 block,-12,-6,-495,2,-408,11
MPTP block,4.8,-0.2,0.3,-0.1,-1.0,4.9

43) Cn1c(=O)[nH]c(=O)c2c1nc(N1CCNCC1)n2Cc1ccccc1
44) CCc1c(C(=O)N/N=C/c2sccc2C)nnn1-c1nonc1N
45) O=C(Nc1ccccc1)c1n[nH]c(Cn2cncn2)n1
46) O=[N+]([O-])c1csc2ccccc12
47) CN(C)S(=O)(=O)c1cccc(NC(=S)Nc2cc(Cl)cc(Cl)c2)c1
48) c1ccc(-c2csc(Nc3ncccn3)n2)cc1

Assay by compound,43,44,45,46,47,48
HKDC1 inhibitor,-1,3,2,-2,9,-10
GRIN3A LBD mod,0,-8,0,0,11*,-1
ATG4B inh,-8,-5,-5,2,9,6
PfG6PD inh,5,-7,-14,16,11,-17
SENP6 inh,-6,-8,-2,x,2,37
SENP7 block,-7,-9,-8,x,-4,75*
SENP8 block,13,10,0,21,10,16
MPTP block,0.1,1.7,-0.6,-0.4,88*,2.5

49) CCCCCN(C(=O)CCC(=O)OCC(=O)N1CCCCC1C)c1c(N)n(CCCC)c(=O)[nH]c1=O (stereo unspecified)
50) O=C(NC1CC1)C1=C[C@@H](c2coc3ccccc3c2=O)C[C@@H](OCc2ccc(CO)cc2)O1
51) CC(=O)Cc1nsc(NC(=O)c2ccc(-c3cccc(C(F)(F)F)c3)o2)n1
52) O=C(Nc1ccccc1F)C1COc2ccccc2O1 (stereo unspecified)
53) COc1ccc(NC(=O)N(CCC(C)C)C(C)c2ccccn2)c(OC)c1 (stereo unspecified)
54) O=C(C[C@@H]1C/C=C\C[C@H](Cc2ccc(F)cc2)C(=O)OC[C@@H](Cc2c[nH]c3ccccc23)NC1=O)NCCO

Assay by compound,49,50,51,52,53,54
HKDC1 inhibitor,-6,-1,7,0,-4,-4
GRIN3A LBD mod,2,-2,-4,0,2,-4
ATG4B inh,-1,3,-19,2,-6,-5
PfG6PD inh,0,6,0,-20,14,11
SENP6 inh,-16,10,-9,-1,5,-9
SENP7 block,-6,4,9,2,-2,-5
SENP8 block,14,-55,-200,11,29,7
MPTP block,-1.1,0.7,4.9,0.4,0.6,-0.4

55) CC(=O)Nc1cc(NC(C)=O)cc(-c2nc3ccccc3[nH]2)c1
56) CCOc1cc(C2NC(=O)NC(c3ccccc3)=C2C(C)=O)ccc1OC(C)=O (stereo unspecified)
57) COc1cccc(C=O)c1OC(=O)N1CCOCC1
58) O=[N+]([O-])c1cccc(/C=N/Nc2nc(N3CCOCC3)nc(N3CCOCC3)n2)c1
59) COc1ccc(-n2c(=O)c(CCC(=O)N3CCN(c4ccccc4O)CC3)nc3ccccc32)cc1
60) O=C(Nc1cccc(C2OCCCO2)c1)c1cccs1

Assay by compound,55,56,57,58,59,60
HKDC1 inhibitor,-9,10,-5,-7,6,-7
GRIN3A LBD mod,1,0,-4,0,-3,21*
ATG4B inh,-8,0,5,-13,-2,-4
PfG6PD inh,0,-13,-1,9,23,-3
SENP6 inh,-7,-12,5,-12,-1,7
SENP7 block,-5,-15,5,-15,8,6
SENP8 block,-11,18,4,14,-20,6
MPTP block,-0.1,-1.1,0.5,1.0,-1.0,-0.4

61) CC1(C)Cc2cccc(OCC(=O)Nc3cccnc3Cl)c2O1
62) CCc1nc2cc(C)nn2c2nc3ccccc3n12
63) Cn1nc(C(=O)NCC(=O)Nc2ccc(F)c(F)c2F)c2ccccc2c1=O
64) O=C(NCc1nc(-c2ccc(C(F)(F)F)cc2)no1)Nc1ccc(OC(F)(F)F)cc1
65) CC(C)N1CCc2c(sc(NC(=O)CCS(=O)(=O)c3ccccc3)c2C#N)C1

Assay by compound,61,62,63,64,65
HKDC1 inhibitor,-8,-7,2,3,-3
GRIN3A LBD mod,1,0,3,36*,2
ATG4B inh,-4,-5,-3,-8,5
PfG6PD inh,-10,-6,-2,21,1
SENP6 inh,-20,-25,-8,-10,-12
SENP7 block,2,-6,-4,-4,3
SENP8 block,12,12,-2,1,-77
MPTP block,-1.7,-0.9,1.2,78*,1.0
